Compound activity from PubChem BioAssay.
TLR9-MyD88 inh: inhibitors of human TLR9-MyD88 binding; 340,000 compounds, 0.21% hits; AID 504734; inhibition, % at 4.98 µM; Q9NR96+Q99836; CHO BLA complementation TLR9-MyD88, CCF4 FRET ratio;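 active = inhibition above the mean over all tested compounds plus 3 SD, cut at about 21% in these data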;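 note: 0% = DMSO only wells and 100% = clavulanate BLA inhibitor control wells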
NCOA3 inh: inhibits human SRC3 coactivator | HEK293 GAL4-SRC3 luciferase reporter, luminescence | 360,000 compounds, 0.17% hits | Q9Y6Q9 | inhibition, % at 3.6 µM;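 active = inhibition above a per-campaign cutoff, the mean of all compounds plus 3 SD, cut at about 60% in these data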;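 note: 0% = DMSO-treated cells and 100% = gossypol-treated cells at 36 µM; higher means less SRC3-driven luciferase light from the GAL4 reporter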
LRH-1 inv ag: inverse agonists of human LRH-1 (NR5A2). inhibition, % at 3.6 µM. HEK293T StAR-luciferase reporter, LRH-1 transfected, 24 h. O00482. 360,000 compounds, 0.13% hits;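 active = inhibition above the mean inhibition of all tested compounds plus 3 SD, cut at about 73% in these data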;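 note: 0% = DMSO wells and 100% = reporter-only cells lacking LRH-1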
TWEAK Fn14 block: blocks TWEAK-Fn14 interaction in a reporter cell assay. inhibition, % at 10 µM. 360,000 compounds, 2% hits. AID 1159606. TWEAK-stimulated Fn14 reporter cells, luciferase luminescence, 8 h; in the data active = inhibition above about 50%
TROY signal inh: TROY signaling inhibition. Q293 LMP1-TROYcd NF-kB luciferase reporter, 4 h. inhibition, % at 10 µM. 360,000 compounds, 0.98% hits. AID 1347056;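 active = compounds whose plate-normalised and pattern-corrected inhibition of the luciferase reporter signal at the single screening dose is 50% or more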
NOD2-RIPK2 inh: blocks binding of human NOD2 to RIPK2 | O43353 | CHO BLA complementation NOD2-RIPK2, CCF4 ratio | inhibition, % at 4.98 µM | 360,000 compounds, 0.38% hits | AID 624267; in the data active = inhibition above about 21%;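 note: 0% = vehicle only and 100% = reference blocker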
Granule exo inh: lytic granule exocytosis inhibition; TALL-104 LAMP-1 surface exposure, flow cytometry; cells stimulated with thapsigargin and PMA; inhibition, % at 10 µM; 360,000 compounds, 0.66% hits;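 active = inhibition above about 55%, limit read from the data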
SRC1 inh: inhibits human SRC1 coactivator; inhibition, % at 3.6 µM; 360,000 compounds, 0.12% hits; HEK293 GAL4-SRC1 luciferase reporter, luminescence; Q15788;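 active = inhibition above the campaign mean plus 3 SD, with each screening campaign given its own cutoff, cut at about 60% in these data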;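 note: 0% = DMSO treated cells and 100% = gossypol at 36 µM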
Target sequence (Q15788 whole entry, looked up, the tested form may be a part): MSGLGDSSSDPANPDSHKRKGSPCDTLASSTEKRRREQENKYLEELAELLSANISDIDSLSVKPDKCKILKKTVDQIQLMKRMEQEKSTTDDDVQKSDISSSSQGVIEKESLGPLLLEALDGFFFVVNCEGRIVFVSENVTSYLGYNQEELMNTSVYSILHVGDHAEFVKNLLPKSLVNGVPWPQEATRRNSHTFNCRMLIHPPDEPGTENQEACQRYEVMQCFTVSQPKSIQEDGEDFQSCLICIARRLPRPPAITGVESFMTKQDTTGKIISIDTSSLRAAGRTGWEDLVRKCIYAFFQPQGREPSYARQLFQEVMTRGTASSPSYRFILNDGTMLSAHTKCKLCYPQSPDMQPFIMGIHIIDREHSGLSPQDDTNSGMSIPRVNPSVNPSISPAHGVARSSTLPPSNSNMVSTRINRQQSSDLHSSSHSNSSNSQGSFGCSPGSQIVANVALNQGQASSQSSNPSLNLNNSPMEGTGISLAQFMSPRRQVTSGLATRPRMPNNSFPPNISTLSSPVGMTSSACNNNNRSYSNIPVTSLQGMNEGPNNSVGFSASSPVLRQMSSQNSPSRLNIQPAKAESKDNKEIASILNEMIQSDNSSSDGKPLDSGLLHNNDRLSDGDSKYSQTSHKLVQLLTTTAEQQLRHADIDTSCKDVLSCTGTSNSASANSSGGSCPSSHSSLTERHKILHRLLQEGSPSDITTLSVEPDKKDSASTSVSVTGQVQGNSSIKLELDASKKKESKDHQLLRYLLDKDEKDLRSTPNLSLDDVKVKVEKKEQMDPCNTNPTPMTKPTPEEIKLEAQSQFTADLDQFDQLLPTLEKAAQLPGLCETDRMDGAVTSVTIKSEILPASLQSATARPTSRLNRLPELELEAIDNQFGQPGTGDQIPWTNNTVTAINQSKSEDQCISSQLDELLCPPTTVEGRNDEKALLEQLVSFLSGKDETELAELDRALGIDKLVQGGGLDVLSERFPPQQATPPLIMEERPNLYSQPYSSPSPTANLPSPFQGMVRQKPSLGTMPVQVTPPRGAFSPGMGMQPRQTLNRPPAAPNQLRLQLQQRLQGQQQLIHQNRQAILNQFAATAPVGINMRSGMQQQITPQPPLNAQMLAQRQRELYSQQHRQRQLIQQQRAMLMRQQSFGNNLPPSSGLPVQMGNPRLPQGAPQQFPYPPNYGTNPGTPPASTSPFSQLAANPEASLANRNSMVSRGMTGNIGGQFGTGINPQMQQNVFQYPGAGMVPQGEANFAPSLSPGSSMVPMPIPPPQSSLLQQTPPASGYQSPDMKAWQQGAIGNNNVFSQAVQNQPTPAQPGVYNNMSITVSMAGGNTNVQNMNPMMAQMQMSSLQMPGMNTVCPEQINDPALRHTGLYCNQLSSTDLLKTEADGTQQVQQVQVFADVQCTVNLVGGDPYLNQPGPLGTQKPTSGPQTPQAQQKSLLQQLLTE
NCOA2 inhibitor: human SRC2 (NCOA2) inhibition. Q15596. HEK293 GAL4-SRC2 luciferase reporter, luminescence. inhibition, % at 9 µM. 370,000 compounds, 0.17% hits. AID 651957;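 active = inhibition above the mean inhibition of all tested compounds plus 3 SD, set per campaign, cut at about 52% in these data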;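 note: 0% = DMSO treated cells and 100% = cells given Gossypol at 36 µM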
NR2F2 inh: NR2F2 (human) inhibition, primary screen | P24468 | HEK293T NGFI-A luciferase reporter, luminescence | inhibition, % at 8.6 µM | 370,000 compounds, 0.7% hits;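 active = inhibition above a per-plate cutoff, mean inhibition of test wells between control levels plus 3 SD, cut at about 38% in these data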;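 note: cells cotransfected with COUP-TFII expression vector driving the NGFI-A reporter; 0% = median of COUP-TF2 test wells and 100% = reporter-only cells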
ABHD5 PLIN5 PPI: inhibitors of human ABHD5-perilipin-5 interaction; inhibition, % at 4 µM; AID 602281; Split G. princeps luciferase complementation, luminescence, 4 h; 360,000 compounds, 0.78% hits;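 active = inhibition above the mean inhibition across every tested compound plus 3 SD, cut at about 22% in these data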;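 note: 0% = DMSO only wells and the 100% control is not disclosed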
An asterisk follows results filed as active. The list is partial, so the mix of outcomes need not match the whole.

How did CCOC(=O)C1=C(C)NC(=O)NC1C1CC=CCC1 (stereo unspecified) do in these assays?
TLR9-MyD88 inh: -5; NCOA3 inh: 7; LRH-1 inv ag: -8; TWEAK Fn14 block: -1; TROY signal inh: 0; NOD2-RIPK2 inh: 10; Granule exo inh: 1; SRC1 inh: 2; NCOA2 inhibitor: -3; NR2F2 inh: -4; ABHD5 PLIN5 PPI: 0

How did CC(C)Cc1ccc(/C(=N/O)C(=O)O)s1 do in these assays?
TLR9-MyD88 inh: -15; NCOA3 inh: 12; LRH-1 inv ag: -7; TWEAK Fn14 block: -16; TROY signal inh: 12; NOD2-RIPK2 inh: -1; Granule exo inh: -1; SRC1 inh: -2; NCOA2 inhibitor: -10; NR2F2 inh: -2; ABHD5 PLIN5 PPI: -4

Results for Cc1cccc(NC(=S)N2CCN(S(C)(=O)=O)CC2)c1 ?
TLR9-MyD88 inh: -7; NCOA3 inh: 7; LRH-1 inv ag: 18; TWEAK Fn14 block: 14; TROY signal inh: 12; NOD2-RIPK2 inh: -4; Granule exo inh: 0; SRC1 inh: 7; NCOA2 inhibitor: 11; NR2F2 inh: -1; ABHD5 PLIN5 PPI: -10

Results for Cc1cccc(C)c1-n1c(SCC(=O)Nc2ccc(C(=O)O)cc2)nnc1-c1cccc(S(=O)(=O)N(C)C)c1 ?
TLR9-MyD88 inh: -3; NCOA3 inh: -2; LRH-1 inv ag: -5; TWEAK Fn14 block: 0; TROY signal inh: -4; NOD2-RIPK2 inh: 8; Granule exo inh: 12; SRC1 inh: -1; NCOA2 inhibitor: -4; NR2F2 inh: -14; ABHD5 PLIN5 PPI: 4

Results for Nc1nc(CCl)nc(N(c2ccccc2)c2ccccc2)n1 ?
NCOA3 inh: 38; LRH-1 inv ag: 17; TWEAK Fn14 block: 10; TROY signal inh: 0; NOD2-RIPK2 inh: 1; Granule exo inh: 14; SRC1 inh: 14; NCOA2 inhibitor: 35; NR2F2 inh: 3; ABHD5 PLIN5 PPI: -3

How did Cc1c(-n2cc(C(=O)c3ccccc3O)cc(C#N)c2=O)c(=O)n(-c2ccccc2)n1C do in these assays?
TLR9-MyD88 inh: -1; NCOA3 inh: 8; LRH-1 inv ag: 7; TWEAK Fn14 block: 11; TROY signal inh: -2; NOD2-RIPK2 inh: 4; Granule exo inh: 2; SRC1 inh: 7; NCOA2 inhibitor: -20; NR2F2 inh: 12; ABHD5 PLIN5 PPI: -2

What do the screens show for `O=C(CC(C(=O)c1ccccc1)c1ccccc1)c1ccccc1` (stereo unspecified)?
TLR9-MyD88 inh: -4; NCOA3 inh: -23; LRH-1 inv ag: 5; TWEAK Fn14 block: 13; TROY signal inh: -11; NOD2-RIPK2 inh: 0; Granule exo inh: -1; SRC1 inh: 2; NCOA2 inhibitor: -31; NR2F2 inh: -1; ABHD5 PLIN5 PPI: -2

What do the screens show for `O=C(NC(=S)N1CCN(c2ccc([N+](=O)[O-])cc2)CC1)c1ccco1`?
TLR9-MyD88 inh: -1; NCOA3 inh: 4; LRH-1 inv ag: -2; TWEAK Fn14 block: -15; TROY signal inh: -7; NOD2-RIPK2 inh: -10; Granule exo inh: 5; SRC1 inh: -2; NCOA2 inhibitor: -15; NR2F2 inh: 6; ABHD5 PLIN5 PPI: 1

How did COc1ccc(/C=N/NS(=O)(=O)c2ccc(F)cc2)cc1COc1cc(F)ccc1[N+](=O)[O-] do in these assays?
TLR9-MyD88 inh: -8; NCOA3 inh: -1; LRH-1 inv ag: -17; TWEAK Fn14 block: 25; TROY signal inh: 37; NOD2-RIPK2 inh: -3; Granule exo inh: 4; SRC1 inh: 1; NCOA2 inhibitor: -7; NR2F2 inh: -6; ABHD5 PLIN5 PPI: -6

Results for O=C(COc1ccc(Cl)cc1Cl)Nc1cccnc1 ?
TLR9-MyD88 inh: -4; NCOA3 inh: -81; LRH-1 inv ag: -140; TWEAK Fn14 block: 6; TROY signal inh: -28; NOD2-RIPK2 inh: 6; Granule exo inh: -2; SRC1 inh: -106; NCOA2 inhibitor: -25; NR2F2 inh: -43; ABHD5 PLIN5 PPI: 2

Results for Nn1c(SCc2cc([N+](=O)[O-])cc3c2OCOC3)nnc1-c1cccnc1 ?
TLR9-MyD88 inh: -7; NCOA3 inh: 9; LRH-1 inv ag: -1; TWEAK Fn14 block: -6; TROY signal inh: 4; NOD2-RIPK2 inh: 5; Granule exo inh: -4; SRC1 inh: -10; NCOA2 inhibitor: -25; NR2F2 inh: 8; ABHD5 PLIN5 PPI: 1

What do the screens show for `CN(C(=O)CSc1nnc(Nc2ccccc2)s1)c1c(N)n(Cc2ccccc2)c(=O)[nH]c1=O`?
TLR9-MyD88 inh: -1; NCOA3 inh: -10; LRH-1 inv ag: -9; TWEAK Fn14 block: -1; TROY signal inh: 7; NOD2-RIPK2 inh: -16; Granule exo inh: -14; SRC1 inh: 1; NCOA2 inhibitor: 13; NR2F2 inh: 15; ABHD5 PLIN5 PPI: 3

What do the screens show for `CCOC(=O)N1CCN(C(=O)CSCC(=O)Nc2nc(-c3ccc(OC)cc3)cs2)CC1`?
TLR9-MyD88 inh: -4; NCOA3 inh: -8; LRH-1 inv ag: -31; TWEAK Fn14 block: 7; TROY signal inh: 14; NOD2-RIPK2 inh: 8; Granule exo inh: -1; SRC1 inh: -9; NCOA2 inhibitor: -27; NR2F2 inh: -11; ABHD5 PLIN5 PPI: 0

How did O=C(Nc1cccnc1)c1cccc(NC(=O)c2ccco2)c1 do in these assays?
TLR9-MyD88 inh: -9; NCOA3 inh: -3; LRH-1 inv ag: -3; TWEAK Fn14 block: -9; TROY signal inh: -13; NOD2-RIPK2 inh: -17; Granule exo inh: -2; SRC1 inh: 1; NCOA2 inhibitor: 12; NR2F2 inh: -6; ABHD5 PLIN5 PPI: 3

How did CNc1c(NS(=O)(=O)c2ccc(OC)cc2)c(=O)oc2ccccc12 do in these assays?
TLR9-MyD88 inh: 1; NCOA3 inh: -1; LRH-1 inv ag: -4; TWEAK Fn14 block: 20; TROY signal inh: 16; NOD2-RIPK2 inh: -5; Granule exo inh: -8; SRC1 inh: -2; NCOA2 inhibitor: -12; NR2F2 inh: -10; ABHD5 PLIN5 PPI: -2

What do the screens show for `Cc1cc(C)cc(N(CC(=O)NCC2CCCO2)C(=O)CCC(=O)Nc2nccs2)c1` (stereo unspecified)?
TLR9-MyD88 inh: -13; NCOA3 inh: 13; LRH-1 inv ag: 0; TWEAK Fn14 block: 7; TROY signal inh: -9; NOD2-RIPK2 inh: -18; Granule exo inh: -5; SRC1 inh: 0; NCOA2 inhibitor: 13; NR2F2 inh: -5; ABHD5 PLIN5 PPI: -7

Results for COc1ccc(CCNC(=O)c2cc3cccc(OC)c3oc2=O)cc1OC ?
TLR9-MyD88 inh: -10; NCOA3 inh: -4; LRH-1 inv ag: 6; TWEAK Fn14 block: -26; TROY signal inh: 7; NOD2-RIPK2 inh: -7; Granule exo inh: -1; SRC1 inh: 13; NCOA2 inhibitor: 3; NR2F2 inh: 16; ABHD5 PLIN5 PPI: 1

Results for CCn1ccnc1CNC(=O)C1CCC(=O)N(Cc2cccc(C(F)(F)F)c2)C1 (stereo unspecified) ?
TLR9-MyD88 inh: 1; NCOA3 inh: 2; LRH-1 inv ag: 6; TWEAK Fn14 block: 14; TROY signal inh: -19; NOD2-RIPK2 inh: -11; Granule exo inh: -10; SRC1 inh: -19; NCOA2 inhibitor: -21; NR2F2 inh: 3; ABHD5 PLIN5 PPI: -3

Results for Cc1nc(NC(=O)c2ccccc2[N+](=O)[O-])sc1C(=O)N(C)C ?
TLR9-MyD88 inh: -1; NCOA3 inh: 24; LRH-1 inv ag: 0; TWEAK Fn14 block: 13; TROY signal inh: 13; NOD2-RIPK2 inh: 3; Granule exo inh: 12; SRC1 inh: -22; NCOA2 inhibitor: 6; NR2F2 inh: 0; ABHD5 PLIN5 PPI: 1

What do the screens show for `CCCCOc1ccc(-c2ncc(C(=O)O)c(C)n2)cc1`?
TLR9-MyD88 inh: 1; NCOA3 inh: -134; LRH-1 inv ag: -170; TWEAK Fn14 block: -20; TROY signal inh: -41; NOD2-RIPK2 inh: -5; Granule exo inh: -1; SRC1 inh: -138; NCOA2 inhibitor: -27; NR2F2 inh: -46; ABHD5 PLIN5 PPI: 5

Results for CCOC(=O)C(C(=O)N1CCOCC1)C1CCCCC1 (stereo unspecified) ?
TLR9-MyD88 inh: -6; NCOA3 inh: 11; LRH-1 inv ag: 9; TWEAK Fn14 block: 17; TROY signal inh: 13; NOD2-RIPK2 inh: -3; Granule exo inh: 0; SRC1 inh: 10; NCOA2 inhibitor: 0; NR2F2 inh: 4; ABHD5 PLIN5 PPI: -5

What do the screens show for `O=C(NC(=S)Nc1ccccc1)c1csnn1`?
TLR9-MyD88 inh: -5; NCOA3 inh: 4; LRH-1 inv ag: -26; TWEAK Fn14 block: 1; TROY signal inh: -22; NOD2-RIPK2 inh: -1; Granule exo inh: -3; SRC1 inh: -4; NCOA2 inhibitor: -31; NR2F2 inh: -1; ABHD5 PLIN5 PPI: -8

How did N#C/C(=C(/O)CSc1n[nH]c(N)n1)c1nc2ccccc2[nH]1 do in these assays?
TLR9-MyD88 inh: -8; NCOA3 inh: -11; LRH-1 inv ag: 3; TWEAK Fn14 block: -4; TROY signal inh: -4; NOD2-RIPK2 inh: -13; Granule exo inh: -2; SRC1 inh: 4; NCOA2 inhibitor: 21; NR2F2 inh: 18; ABHD5 PLIN5 PPI: 1

What do the screens show for `CC(C)CN(CCOc1cccc(N2C(=O)C3=C(CCCC3)C2=O)c1)CC(C)C`?
TLR9-MyD88 inh: -2; NCOA3 inh: 14; LRH-1 inv ag: -24; TWEAK Fn14 block: 6; TROY signal inh: 8; NOD2-RIPK2 inh: 4; Granule exo inh: -6; SRC1 inh: 2; NCOA2 inhibitor: -1; NR2F2 inh: 13; ABHD5 PLIN5 PPI: -6

Results for Cc1ccc(-c2nc(CNC(=O)c3ccco3)cs2)cc1 ?
TLR9-MyD88 inh: -14; NCOA3 inh: -22; LRH-1 inv ag: -60; TWEAK Fn14 block: 9; TROY signal inh: -13; NOD2-RIPK2 inh: -7; Granule exo inh: -2; SRC1 inh: -7; NCOA2 inhibitor: -15; NR2F2 inh: -8; ABHD5 PLIN5 PPI: -3

Results for COc1cc2ncnc(NCc3ccc(F)cc3)c2cc1OC ?
TLR9-MyD88 inh: -16; NCOA3 inh: 3; LRH-1 inv ag: 7; TWEAK Fn14 block: -15; TROY signal inh: -12; NOD2-RIPK2 inh: -1; Granule exo inh: -7; SRC1 inh: 0; NCOA2 inhibitor: -10; NR2F2 inh: -5; ABHD5 PLIN5 PPI: 6

Results for Cc1cccc(CNC(=O)Cn2ccc3cc(S(=O)(=O)N4CCCC4)ccc32)c1 ?
TLR9-MyD88 inh: 8; NCOA3 inh: 5; LRH-1 inv ag: 17; TWEAK Fn14 block: -5; TROY signal inh: -16; NOD2-RIPK2 inh: 2; Granule exo inh: -3; SRC1 inh: -2; NCOA2 inhibitor: 3; NR2F2 inh: 6; ABHD5 PLIN5 PPI: 5
